D3 ag: D3 dopamine receptor (human) agonism; P35462; D3R DiscoveRx beta-arrestin cells, luminescence, 90 min; max activation, %; hit rate 0.58% among 410,000; AID 652048; in the data active = max activation above about 30%; also: 0% is about no effect; mostly tested at two doses, the higher about 12 µM
Target sequence (P35462 whole entry, looked up): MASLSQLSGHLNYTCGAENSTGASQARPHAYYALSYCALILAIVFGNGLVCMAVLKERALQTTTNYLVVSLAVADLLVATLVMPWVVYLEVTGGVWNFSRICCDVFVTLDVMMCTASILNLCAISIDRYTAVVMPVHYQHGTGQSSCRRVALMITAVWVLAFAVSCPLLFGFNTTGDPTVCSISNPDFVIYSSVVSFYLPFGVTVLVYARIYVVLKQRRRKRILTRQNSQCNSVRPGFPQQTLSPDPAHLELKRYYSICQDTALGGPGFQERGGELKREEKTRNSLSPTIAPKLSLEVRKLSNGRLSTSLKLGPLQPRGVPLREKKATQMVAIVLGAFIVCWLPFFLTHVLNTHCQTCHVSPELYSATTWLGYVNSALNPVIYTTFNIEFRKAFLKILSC
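Cells at 1500/well, incubated overnight, then treated with pinned compounds (dopamine as control) for 90 min at 37 degrees C. DiscoveRx reagent added for 30 - 60 minutes at room temperature; luminescence read.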
DRD3 antagonist: blocks the human D3 dopamine receptor; P35462; D3R cells, DiscoveRx beta-arrestin luminescence, antagonist mode; hits give low values; max response, negative = inhibition, %; hit rate 2.5% among 360,000; in the data active = max response below about -50%; inconclusive = no clear call, values can overlap the other calls; also: % is scaled to controls: 0 for no effect and ±100 for the full control effect; mostly tested at two doses, the higher about 12 µM
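Cells plated overnight at 1500 cells/well, then exposed to library compounds with dopamine controls for 90 minutes at 37 degrees C. DiscoveRx reagent added for 30–60 minutes at room temperature; luminescence read, quantitative HTS format.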
CCT chaperon mod: changes cytosolic chaperonin activity; purified chaperonin ATPase assay, HTRF ADP detection, 30 min; activity change, % (no concentration beside the values), hits read low; hit rate 0.3% among 360,000; AID 651819; in the data active = activity change below about -30%; also: % is scaled to controls: 0 for no effect and ±100 for the full control effect
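TRiC (40 or 20 nM final, by batch activity) in 30 mM Tris pH 7.4, 100 mM KCl, 5 mM MgCl2, 1 mM DTT was treated with compound at 76 uM single dose, then 10 uM ATP, 30 min at 37 °C. ADP was read by HTRF Transcreener.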
EPAC2 ag: EPAC2 (human) agonism; EPAC2 activation, biochemical qHTS; response scale: 100% = 6.5 mM cAMP response; Potency, µM (top dose mostly 154 µM), for the others: at the highest dose activation, usual class: activators; Q8WZA2; hit rate 0.079% among 360,000; also: potency is read from the fitted curve at half-maximal effect; nearly all actives have a fitted effect of over 50% in size
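Compounds were added across a concentration range to EPAC2 (100 nM), RAP1B-BODIPY-GDP (250 nM) and GDP (50 uM). After 5 min at room temperature, fluorescence was recorded at 5-min intervals for 30 min.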
Akt phos inh: Akt phosphorylation inhibition; Neuro2A IGF-stimulated pAkt S473 HTRF, 20 min; hits give low values; activity change, % for hits at 50 µM; hit rate 0.32% among 360,000; in the data active = activity change below about -80%; inconclusive = mostly about -51% to -80%; also: % is scaled to controls: 0 for no effect and ±100 for the full control effect
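Neuro2A cells in DMEM with 0.5% FBS, overnight at 37 deg C, given compound at single 50 µM final, then IGF (6 nM final) for 20 min at 37 deg C. Lysed; phospho-Akt Ser473 by HTRF after 24 h, 665/615 ratio.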
EPAC2 antagonist: EPAC2 (human) antagonism. hit rate 0.18% among 360,000. Potency, µM (doses to about 114 µM), inactives show at the top dose activity, negative = inhibition, hits mostly inhibitors. Q8WZA2. EPAC2 GEF exchange of Rap1B-BODIPY-GDP, fluorescence. AID 720708; also: potency is read from the fitted curve at half-maximal effect; % is scaled to controls: 0 for no effect and ±100 for the full control effect; nearly all actives have a fitted effect of over 45% in size; many of its hits are not listed in these tables
Mm-Cpn inhibitor: inhibitors of Methanococcus maripaludis chaperonin (MmCpn). Potency, µM (highest dose often 76.9 µM), without a hit: at the highest dose activity, negative = inhibition, actives largely listed as inhibitors. purified Mm-Cpn ATPase, ADP Transcreener TR-FRET. hit rate 0.031% among 330,000. AID 504842; also: potency is read from the fitted curve at half-maximal effect; % is scaled to controls: 0 for no effect and ±100 for the full control effect; nearly all actives have a fitted effect of over 80% in size
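ATPase read-out: TR-FRET ADP immunoassay (anti-ADP Eu cryptate vs ADP-d2), ex 320 nm, em 590/665 nm; signal drops as ADP forms. Enzyme 25 nM, ATP 10 uM, 30 min at 37°C after 10 min compound preincubation.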
PTHR1 agonist: agonists of human PTHR1 parathyroid hormone receptor. hit rate 0.075% among 410,000. Potency, µM (titrated, usually from 115 µM), inactives show top-dose activation, hits mostly activators. AID 743266. Q03431. HEK293 GP2 PTHR1 cells, GloSensor cAMP luminescence, 1 h; also: potency is read from the fitted curve at half-maximal effect; nearly all actives have a fitted effect of over 55% in size; some results filed as inactive show a strong effect at the top dose; inactives centre near -15; many of its hits are not listed in these tables
Target sequence (Q03431 whole entry, looked up): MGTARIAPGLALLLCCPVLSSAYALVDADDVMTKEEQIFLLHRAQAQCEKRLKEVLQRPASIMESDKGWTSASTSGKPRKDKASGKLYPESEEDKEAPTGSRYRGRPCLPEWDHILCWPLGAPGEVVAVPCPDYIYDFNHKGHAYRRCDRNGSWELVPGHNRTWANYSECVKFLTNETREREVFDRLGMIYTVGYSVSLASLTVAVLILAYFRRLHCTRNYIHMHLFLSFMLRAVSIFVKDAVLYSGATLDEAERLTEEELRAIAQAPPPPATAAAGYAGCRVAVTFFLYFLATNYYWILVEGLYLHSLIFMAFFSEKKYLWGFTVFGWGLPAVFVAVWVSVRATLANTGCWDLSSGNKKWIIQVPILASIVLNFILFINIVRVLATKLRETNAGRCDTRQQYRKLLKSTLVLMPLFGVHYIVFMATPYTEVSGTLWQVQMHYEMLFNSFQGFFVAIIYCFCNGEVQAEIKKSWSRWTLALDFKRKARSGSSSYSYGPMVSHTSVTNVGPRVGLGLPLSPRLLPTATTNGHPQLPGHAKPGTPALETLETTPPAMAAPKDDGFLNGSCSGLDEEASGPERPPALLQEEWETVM
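HEK-293-derived GP2 cells expressing PTHR1 and a GloSensor cAMP reporter, 3,000/well, plated overnight, given luciferin plus IBMX (each 0.5 mM as added) for 1 h at 37 °C, then compound for 1 h at 37 °C. Luminescence was read after 15 min at room temperature.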
An asterisk follows results filed as active; i = inactive; ? = inconclusive; · = not tested or not shown; & = joins results of further samples; [ ] = remark or other dose. Unless noted, calls follow the shape of the dose curve; as a rule, active = well fitted curve in the direction sought with a large enough effect; inconclusive = small, poorly fitted or top-dose-only effect, or another doubt; inactive = no such curve, though single readings can be large; an effect the other way counts as inactive or inconclusive. These rows are one share of the data, so the mix of outcomes need not match the whole.

SMILES	D3 ag	DRD3 antagonist	CCT chaperon mod	EPAC2 ag	Akt phos inh	EPAC2 antagonist	Mm-Cpn inhibitor	PTHR1 agonist
CC(=O)c1cccc(NC(=O)CN2CCN(S(=O)(=O)/C=C/c3ccccc3)CC2)c1	2	0	1.5	9%	i	-10%	-1%	-73%[inhibitor]
CC(=O)OC(C)(C)/C=C/C(=O)[C@](C)(O)C1[C@H](O)C[C@@]2(C)C3CC=C4C(C=C(O[C@@H]5O[C@H](CO)[C@@H](O)[C@H](O)[C@H]5O)C(=O)C4(C)C)[C@]3(C)C(=O)C[C@]12C (some centres not stated)	-20	15	-3.1	0%	i	12%	-2%	i
O=C(CSc1nnc(-c2ccc3c(c2)OCO3)n1-c1ccccc1)c1ccccc1	8	17	-2.2	1%	i	14%	-3%	i
COc1ccccc1C(C#N)N1N=C(C)CC1c1ccccc1 (configuration not stated)	0	-8	-3.2	11%	i	?	1%	-22%
O=C(NCC1CCCO1)c1ccc(COc2ccc(F)cc2)o1 (configuration not stated)	7	11	-0.7	5%	i	12%	-7%	-4%
O=C(COC(=O)CSc1ccccc1)Nc1ccc(F)cc1F	-3	1	-0.6	3%	i	0%	1%	i
CCOC(=O)c1cnc2c(Cl)cc(Cl)cc2c1NCCOCCO	10	8	-2.7	1%	i	3%	-2%	-5%[57.5 µM]
COc1ccc(OC)c(CCNC(=O)CC2(CC3=NS(=O)(=O)c4ccccc4N3)CCCC2)c1	-4	16	-0.7	8%	i	-6%	0%	-5%
COc1ccc(N2C(=O)CC(Sc3nnc(-c4ccccc4F)n3C)C2=O)cc1 (configuration not stated)	-9	?	-2.2	7%	i	1%	-1%	-1%
COc1cccc2cc(C(=O)N(C)C)c(=O)oc12	0	-30	-0.8	1%	i	-5%	-25%	-16%
COc1ccc(CC(=O)N2CCOCC2)cc1OC	1	-13	-1.0	-2%[15.6 µM]	·	9%	0%	i
Cc1nc(C)n(CC(=O)N2CCCC(C(=O)c3ccc(Cl)cc3C)C2)n1 (configuration not stated)	-7	-18	-3.1	5%	i	2%	-2%	-12%
COc1ccc(N2C(=O)C3CC=C(Cl)CC3C2=O)cc1 (configuration not stated)	-6	7	-0.2	14%	i	-5%	-1%	-21%[57.5 µM]
Cc1ccc(C)c(NS(=O)(=O)c2ccccc2C)c1	1	1	-5.7	10%	i	-6%	0%	-18%
CC[C@@H](C)C(NC(=O)OC(C)(C)C)c1cn([C@@H](CCCCNC(=O)OC(C)(C)C)C(=O)N2CCN(C(=O)OC(C)(C)C)CC2)nn1 (some centres not stated)	10	5	-3.5	-15%	i	3%	·	-14%
COCCNC(=S)Nc1ccc2nc(N3CCN(C)CC3)cc(C)c2c1	-3	-19	-1.1	10%	i	-17%	-7%	i
COc1cc(/C=C2\N=C(C)OC2=O)cc(OC)c1OC	-4	-24	-3.0	6%	i	-3%	0%	i
CCCN(c1ccc(C(=O)OC)cc1)S(=O)(=O)c1ccccc1	6	5	0.0	5%	i	3%	6%	i
C/C(=N\OCc1nc2ccccc2c(=O)n1/N=C/c1cc(C)cc([N+](=O)[O-])c1O)c1ccccc1	2	-6	-0.3	12%	i	16%	2%	-2%
CCOC(=O)/C(C#N)=C/Nc1ccccc1NS(=O)(=O)c1cccc(C(C)=O)c1	4	4	2.6	2%	i	4%	3%	-10%

4 compounds from above with just EPAC2 ag:
SMILES,EPAC2 ag
COc1ccc(N2C(=O)CC(Sc3nnc(-c4ccccc4F)n3C)C2=O)cc1 (configuration not stated),7%
COc1cccc2cc(C(=O)N(C)C)c(=O)oc12,1%
COc1ccc(CC(=O)N2CCOCC2)cc1OC,-2%[15.6 µM]
Cc1nc(C)n(CC(=O)N2CCCC(C(=O)c3ccc(Cl)cc3C)C2)n1 (configuration not stated),5%

Next section.
SMILES	D3 ag	DRD3 antagonist	CCT chaperon mod	EPAC2 ag	Akt phos inh	EPAC2 antagonist	Mm-Cpn inhibitor	PTHR1 agonist
CCOc1ccccc1NC(=O)c1cccc(NC(=O)C2CCCC2)c1	1	-7	1.9	11%	i	-3%	-4%	-25%
O=C(Nc1ccc2ccccc2c1)c1cnccn1	-2	18	-1.7	3%	·	0%	1%	-19%[57.5 µM]
Cc1ccc(CN2CCN(Cc3ccc(OCCO)cc3)CC2CCO)o1 (configuration not stated)	-2	4	-0.3	6%	i	0%	2%	i
CN(CCc1ccccn1)C(=O)CCC1CCCN(C(=O)c2n[nH]c3c2CCCC3)C1 (configuration not stated)	8	3	0.3	2%	i	6%	-4%	-10%
O=C(NCc1ccc(Cl)cc1)C1CCCO1 (configuration not stated)	9	4	-1.0	-1%	i	0%	2%	-2%
C1=CCC(/C=N/n2cnnc2)CC1 (configuration not stated)	-8	-19	1.0	3%	i	4%	-1%	i
Cc1ccc(NC(=O)c2cnn(-c3ccccc3)c2C)cc1	8	8	0.8	2%	i	1%	1%	-32%[inhibitor]
O=S(=O)(Nc1ccc2c(c1)OCCO2)c1cccc2cccnc12	-1	14	3.7	11%	i	14%	0%	i
Cc1ccc(CN(C)Cc2cc(=O)oc3cc(C)c(Cl)cc23)cc1	0	5	-0.5	2%	i	-20%	0%	-5%
CC(C)=CCN1CCN(Cc2cnc(N3CCCC3)s2)CC1CCO (configuration not stated)	-1	13	-1.7	1%	i	7%	0%	i
O=C(NCC(=O)N1CCN(c2ncccn2)CC1)c1ccc(F)cc1	6	11	-3.3	0%	i	11%	2%	i
CCOc1cc(/C=C(\C#N)C(=O)Nc2cccc(C(=O)O)c2)ccc1OCc1ccc(Br)cc1	-11	-9	-0.1	?	i	?	1%	i
O=C(Nc1cccnc1)c1sc(Nc2ccccc2)nc1-c1ccccc1	1	-1	0.8	-12%	i	?	?	-23%
Cc1ccc(C2/C=C\CC(NC(=O)OCC3c4ccccc4-c4ccccc43)CC(=O)N2Cc2ccccc2)cc1 (configuration not stated)	-7	-10	3.3	10%	i	-4%	-5%	-13%
Clc1ccccc1N/N=C/c1ccc2c(c1)OCO2	6	-20	-4.8	20%	i	1%	-5%	-5%
O=C(c1cccc(F)c1)N1CCN(Cc2ccc3c(c2)OCO3)CC1	-9	-26	1.0	4%	i	5%	0%	i
Nc1ncnc2c1ncn2[C@@H]1O[C@H](COP(=O)(O)O)[C@@H](O)[C@H]1O	-31&-2	-23	-2.4	12%	i	14%	-1%	-22%
C/C(=N\Nc1ccc(Cl)c(C(=O)O)c1)c1ccc(Br)s1	10	9	0.4	-5%	i	-1%	-1%	-12%
COc1ccc(C(=O)COc2ccccc2C(N)=O)cc1	-1	3	-0.6	14%	i	-7%	-1%	-2%
Cc1cc(NC(=O)CSCC(=O)OC(C)C(=O)c2cc(C)c(C)cc2C)no1 (configuration not stated)	0	20	2.3	-1%	i	1%	0%	-6%
O=C(CCCC(=O)Nc1ccccc1Br)N/N=C/c1c(F)cccc1Cl	13	11	-0.8	5%	i	1%	-1%	i
CN(Cc1ccccc1)C(=O)c1cccc(N2C(=O)NC3CC2(C)Oc2ccccc23)c1 (configuration not stated)	0	10	0.1	0%	i	-3%	4%	i
Cc1cc(SCC(=O)NCCC2=CCCCC2)nc2ccccc12	-24	?	-3.8	18%	i	-17%	-1%	-37%[inhibitor]
COc1ccc(C2=NN(CCC(=O)NC3CCCCC3C)C(=O)CC2)cc1 (configuration not stated)	-7	-4	2.6	-15%	i	-21%	·	i
Cc1cc(N(C)/N=C/c2ccccc2)nc(-c2ccccc2O)n1	3	37	2.0	1%	i	2%	1%	-1%
Cc1cc(NC(=O)CSCC(=O)N2CCN(c3cccc(C)c3C)CC2)no1	6	21	0.5	0%	i	0%	-1%	-12%
O=C(/C=C/c1ccco1)OCC(=O)N1CCCCC1	-6	-7	-1.5	3%	i	-1%	0%	-6%
O=C(O)c1ccc(NC(=O)c2cc3ccccc3o2)cc1	2&-13	5	0.1	4%	i	13%	2%	-12%&-10%
N#CCSc1ncnc2ccccc12	-3	-55*	-0.9	11%	i	6%	1%	-22%
OCCN=C1CCCc2c1[nH]c1ccc(Cl)cc21	6	10	2.4	13%	i	-6%	0%	-20%
CC(CN1CCCCC1)OC(=O)c1ccc(Cl)cc1 (configuration not stated)	-18	-56*	-1.9	-18%	i	5%[57.1 µM]	0%	i
CC(=O)Nc1nnc(SCC(=O)NC2CCCC2)s1	3	0	-0.5	15%	i	9%	2%	i
Cc1cc(NC(=O)c2ccc([N+](=O)[O-])cc2)n(CCC#N)n1	-4	3	0.5	1%	i	-1%	2%	i
COc1ccc2c(c1OC)C(=O)N1C2SC[C@H]1C(=O)NC1CC(C)(C)NC(C)(C)C1 (some centres not stated)	-2	7	1.0	4%	i	-1%	-1%[15.4 µM]	i
Cc1cc(F)cc(-c2cc(C(=O)NCc3ccccn3)[nH]n2)c1	1	-14	-0.8	-1%	i	-18%	·	-20%
O=C(O)c1c(C(=O)O)c(-c2ccc(Cl)c(Cl)c2)n2c1CSC2	1	9	-1.2	3%	i	-12%	-2%	i
COc1cc(C(=O)NCCC(=O)NCCCN2CCCCC2)cc(OC)c1OC	-2	7	-1.3	7%	i	6%	1%	i
O=C(/C=C\c1ccc2c(c1)OCO2)CC1(O)C(=O)Nc2ccccc21 (configuration not stated)	5	2	0.4	4%	i	4%	3%	-22%
COCCOC(=O)C1=C(C)N=C2SCCC(=O)N2C1c1cccc(Br)c1 (configuration not stated)	2	46	-0.8	3%	·	-7%	0%	i
CN(C)c1cccc(NC(=O)NC2(C)CCS(=O)(=O)C2)c1 (configuration not stated)	4	-4	-0.2	5%	i	7%	?	i
CC(=O)SC(C)CC(=O)Nc1ccccc1 (configuration not stated)	-3	?	-3.3	3%	i	-3%	4%	-2%[57.5 µM]
COc1ccc(C(=O)C(C)OC(=O)CNC(=O)C2CCCCC2)cc1 (configuration not stated)	1	-16	-0.3	-7%	i	4%	0%	-16%

Assay outcomes: PubChem, National Center for Advancing Translational Sciences (NCATS)
